High-throughput results as filed in PubChem BioAssay.
a7 integrin act: integrin-mediated muscular dystrophy alleviation activation. 350,000 tested, 0.064% active. alpha7betagal myoblasts, beta-gal FDG fluorescence, 48 h. Potency, µM (series often up to 38.3 µM), inactives show top-dose activation, actives largely listed as activators;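 also: potency is read from the fitted curve at half-maximal effect; 100% = response of the positive control SU9516; nearly all actives have a fitted effect of over 60% in size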
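alpha7betagal+/- myoblasts (passage 13, 250/well) treated 48 h at 37C with compounds at 1:260 dilution of DMSO stock. Lysed, then beta-galactosidase activity read as FDG fluorescence (ex 480/em 540) after 30 min, with pre-read for autofluorescence.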
Tb PFK inh: blocks T. brucei phosphofructokinase | Potency, µM (series often up to 57.5 µM), for the others: top-dose activity, negative = inhibition, usual class: inhibitors | T. brucei PFK, ADP-Glo luminescence | 330,000 tested, 0.17% active | AID 485367;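 also: potency is read from the fitted curve at half-maximal effect; 0% = uninhibited 1x PFK enzyme wells and -100% = no-enzyme wells; nearly all actives have a fitted effect of over 60% in size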
Target sequence (O15648 whole entry, looked up): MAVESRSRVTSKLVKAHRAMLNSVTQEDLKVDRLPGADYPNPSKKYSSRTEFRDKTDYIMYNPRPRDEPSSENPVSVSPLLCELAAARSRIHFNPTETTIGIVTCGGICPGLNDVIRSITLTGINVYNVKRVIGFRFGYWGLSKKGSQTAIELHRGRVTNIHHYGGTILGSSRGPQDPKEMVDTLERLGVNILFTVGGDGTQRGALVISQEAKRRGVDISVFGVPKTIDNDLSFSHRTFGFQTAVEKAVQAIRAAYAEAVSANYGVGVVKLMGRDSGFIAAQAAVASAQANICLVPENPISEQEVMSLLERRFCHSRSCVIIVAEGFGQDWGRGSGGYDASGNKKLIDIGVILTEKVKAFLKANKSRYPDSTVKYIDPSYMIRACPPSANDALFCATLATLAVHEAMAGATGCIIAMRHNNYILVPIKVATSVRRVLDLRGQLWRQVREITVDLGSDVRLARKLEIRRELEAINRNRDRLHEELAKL
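ADP-Glo luminescence quantified ADP after 45 min at room temperature, with 1.25 nM T. brucei PFK, 0.1 mM ATP and 0.5 mM fructose-6-phosphate in pH 8.0 TEA buffer. qHTS titrations up to 57 µM; curves classified by quality.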
Mito fusion yeast: inhibitors of mitochondrial division or activators of mitochondrial fusion; S. cerevisiae fusion-defective mutant growth rescue, CellTiterGlo 48 h; Potency, µM (doses to about 46.1 µM), without a hit: at the top dose growth rescue (activation), usual class: activators; 320,000 tested, 0.23% active; AID 485298;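 also: potency is read from the fitted curve at half-maximal effect; % of control where 0% means no effect; nearly all actives have a fitted effect of over 45% in size; temperature-sensitive fusion mutants such as fzo1-1 at 37 °C on non-fermentable ethanol glycerol medium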
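Read-out: ATP-based luminescence (CellTiterGlo, 10 min ambient) reporting growth of fusion-defective ts yeast after 48 hours at 37C on glycerol/ethanol YPEG medium in the presence of compound.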
Eya2 inh: Eya2 (human) phosphatase inhibition | O00167 | recombinant Eya2, OMFP fluorescence dephosphorylation (OMFP is methylfluorescein phosphate) | Potency, µM (highest dose often 76.9 µM), for inactives: at the top dose activity, negative = inhibition, most hits filed as inhibitors | 330,000 tested, 0.006% active | AID 488837; also: potency is read from the fitted curve at half-maximal effect; % is scaled to controls: 0 for no effect and ±100 for the full control effect
Target sequence (O00167 whole entry, looked up): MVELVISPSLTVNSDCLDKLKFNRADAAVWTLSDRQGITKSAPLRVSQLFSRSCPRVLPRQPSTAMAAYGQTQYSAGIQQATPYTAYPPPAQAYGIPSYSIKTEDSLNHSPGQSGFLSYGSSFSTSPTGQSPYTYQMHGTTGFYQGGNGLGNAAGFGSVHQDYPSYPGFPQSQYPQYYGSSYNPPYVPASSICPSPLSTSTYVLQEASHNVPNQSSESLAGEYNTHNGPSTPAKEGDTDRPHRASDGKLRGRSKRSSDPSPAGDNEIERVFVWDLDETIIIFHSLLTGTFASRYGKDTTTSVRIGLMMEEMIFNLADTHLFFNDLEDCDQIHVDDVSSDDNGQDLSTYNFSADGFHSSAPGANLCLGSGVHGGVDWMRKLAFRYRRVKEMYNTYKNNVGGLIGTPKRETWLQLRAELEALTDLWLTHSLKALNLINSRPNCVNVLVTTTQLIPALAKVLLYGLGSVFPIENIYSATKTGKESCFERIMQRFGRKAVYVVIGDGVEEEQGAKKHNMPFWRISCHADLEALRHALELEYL
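Eya2 (0.2 uM) preincubated 10 min at ambient with compound, then OMFP substrate added at 50 uM; 10 min reaction in 50 mM HEPES pH 7.5, 50 mM NaCl, 5 uM MgCl2, 0.05% BSA, 1 mM DTT. Fluorescence read at Ex 485/Em 525 nm.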
PTAP TSG101 blk: blocks PTAP/TSG101 interaction to inhibit HIV-1 budding. Fluorescence polarization, FITC-PTAP peptide / Tsg101 binding. 340,000 tested, under 10 active. Potency, µM (highest dose often 115 µM), inactives show at the highest dose activity change, negative = inhibition, usual class: inhibitors. Q99816; active = well fitted inhibition curve with a large enough effect in the main read-out, with a control signal flat, not every such curve was filed as active; inconclusive = small, poorly fitted or top-dose-only effect, or effect the other way, or a change in a side signal; inactive = no such curve, though single readings can be large or run the other way; also: potency is read from the fitted curve at half-maximal effect; % of control where 0% means no effect
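Fluorescence anisotropy tracks displacement of a FITC-tagged PTAP peptide (50 nM) from the Tsg101 binding domain (10 uM), following a 20 min room-temperature incubation at pH 7.5.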
TCR act: activates T cell receptor signaling | primary human leukocytes, anti-CD3, IL-2 HTRF, 48 h | Potency, µM (titrated, usually from 9.22 µM), without a hit: at the highest dose activation of IL-2 secretion, most hits filed as activators | 330,000 tested, under 10 active | AID 504894; also: % of control where 0% means no effect
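1) Mix primary human leukocytes, a-CD3 beads and compound. 2) Incubate 48 hr. 3) Add HTRF IL-2 reagents (a-IL-2-K, a-IL-2-d2).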
S-ASM inh: blocks human secretory acid sphingomyelinase. P17405. placental ASM, HMU-PC fluorogenic substrate, 60 min. Potency, µM (top dose mostly 57.5 µM), without a hit: top-dose activity change, negative = inhibition, actives largely listed as inhibitors. 340,000 tested, 0.006% active. AID 504937; also: potency is read from the fitted curve at half-maximal effect
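HMU-PC0 cleavage (9 uM final) by human placental ASM, 60 min at 37 °C following 10 min compound exposure at RT; stopped at pH 10, fluorescence Ex 386/Em 447 nm.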
Chronic BCR inh: chronic active BCR signaling inhibition; ABC-DLBCL IkBa-CBG/CBR reporter, luminescence ratio, 4 h; AID 493014; Potency, µM (series often up to 46.1 µM), without a hit: top-dose ratio change, negative = lower green/red ratio, actives largely listed as inhibitors; 340,000 tested, 0.05% active; active = well fitted inhibition curve with a large enough effect in the signal ratio, with a control signal flat, not every such curve was filed as active; inconclusive = small, poorly fitted or top-dose-only effect, or effect the other way, or a change in a side signal; the % refers to the signal ratio;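 also: potency is read from the fitted curve at half-maximal effect; plate controls were basal doxycycline-induced cells for no effect and cells given 10 µM MG132 for full effect; MG132 reads +100%, hits lower the ratio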
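Compounds up to 46 uM were incubated four hours with TMD8 cells whose green CBG68 luciferase is fused to IkappaBalpha; red CBR luminescence normalised the signal, and concentration-effect curves were fitted to fusion, red and ratio data.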
ELG1 repair inh: inhibitors of ELG1-dependent DNA repair in HEK293T cells | HEK293T ELG1-luciferase reporter, luminescence, 16 h; DNA damage induced by 5-fluorouridine | Potency, µM (doses to about 46.1 µM), for the others: at the top dose activity change, negative = inhibition, usual class: inhibitors | 330,000 tested, 2.3% active; also: potency is read from the fitted curve at half-maximal effect; % is scaled to controls: 0 for no effect and ±100 for the full control effect; nearly all actives have a fitted effect of over 55% in size
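Quantitative HTS, concentration-response format. 2,000 cells/well co-treated with 5-fluorouridine and compound, 16 hr in 5% CO2 at 37 °C; ONE-Glo luminescence read after 30 min.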
TSHR antag: blocks TSH signaling through the human TSH receptor; TSHR-expressing cells, TSH-stimulated cAMP HTRF, 2 h; active compounds read low; 330,000 tested, 0.2% active; P16473; activity change, negative = inhibition, % at 11.5 µM; AID 504810;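 active = activity change below a set negative limit, meaning inhibition stronger than a set level, cut at about -70% in these data; inconclusive = activity change between two set negative limits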; also: % is scaled to controls: 0 for no effect and ±100 for the full control effect
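Read-out is FRET at 665 nm (cryptate excitation 337 nm) from a cryptate-tagged anti-cAMP antibody, competed by cell cAMP against cAMP-d2. Compounds are tested on freshly harvested TSHR cells challenged with 4nM TSH (EC80) for 2 hours at 37 deg C.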
AT treatment: potential ataxia-telangiectasia treatment; […] A-T fibroblasts, KAP-1 phosphorylation AlphaLISA; neocarzinostatin DNA damage 30 min before lysis; Potency, µM (highest dose often 57.5 µM), inactives show top-dose activation, usual class: activators; 320,000 tested, 0.19% active; AID 485349; also: potency is read from the fitted curve at half-maximal effect; % of control where 0% means no effect; nearly all actives have a fitted effect of over 45% in size
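hTERT-immortalized A-T patient fibroblasts ([…]), 500 cells/well in OPTI-MEM, 1% FBS, got compounds for 60 min, then NCS for 30 min at 37C. Lysates were then assayed for phospho-KAP-1 by AlphaLISA (anti-pKAP1 donor, anti-KAP1 acceptor beads), 6 hr at 25C.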
* hit, by the source's call; ? = inconclusive; nt = no result given; [ ] = another dose, or the depositor's remark. Unless noted, calls follow the shape of the dose curve; as a rule, active = well fitted curve in the direction sought with a large enough effect; inconclusive = small, poorly fitted or top-dose-only effect, or another doubt; inactive = no such curve, though single readings can be large; an effect the other way counts as inactive or inconclusive. Rows were taken by chance; any-hit rate near 3.2%.

SMILES	a7 integrin act	Tb PFK inh	Mito fusion yeast	Eya2 inh	PTAP TSG101 blk	TCR act	S-ASM inh	Chronic BCR inh	ELG1 repair inh	TSHR antag	AT treatment
Cc1ccccc1-c1cc(C(=O)N/N=C/c2cccnc2)c2ccccc2n1	-44.0%	1.4%	-2.3%	3.7%	-5.5%	-7.6%	0.5%	-18.7%	-10.9%	-3.3	-3.2%
O=C(Nc1ccc(S(=O)(=O)N2CCCCC2)cc1)c1ccc(Cl)nc1	17.8%	-0.3%	nt	-1.7%	0.6%	-2.6%	-1.1%	?	?	nt	14.6%
O=c1[nH]c2sc3c(c2c(=O)n1Cc1ccccc1)CCC3	-4.5%	-2.3%	23.0%	5.3%	-1.6%	4.0%	-5.6%	?	1.0%	24.8	-0.5%
CSc1ccc(Cl)c(C(=O)NCCOc2ccccc2)c1	33.8%	0.4%	-1.4%	-14.5%	-0.2%	16.9%	-2.5%	18.4%	?	3.8	20.3%
CCCCNC(=S)NNC(=O)c1ccc(Br)o1	-5.4%	0.6%	-28.0%	2.7%	-6.3%	3.9%[46.1 µM]	5.8%	?	-1.2%	9.9	-2.2%
O=S(=O)(NC1CCCCC1N1CCCCC1)c1ccc(Cl)cc1 (centres undefined)	20.0%	-0.6%	-2.2%	1.9%	-0.3%	2.2%	-0.4%	7.0%	-27.4%	-17.9	0.3%
Cc1nn(CC2CC2)c(=O)n1-c1ccc(C(C)C)cc1	-1.6%	-3.5%	1.1%	3.7%	-9.7%	-25.2%	3.8%	2.4%	18.3%	9.2	-3.6%
C/C(=N\NC(=O)c1csc(C)c1C)c1ccc(Cl)s1	-6.2%	4.6%	0.0%	6.2%	1.2%	-7.0%	2.0%	?	?	30.2	6.1%
Cc1ccc2nc(C)cc(C(=O)N/N=C/c3ccncc3)c2c1	-9.1%	1.4%	-0.6%	7.8%	-2.0%	1.7%	0.3%	-0.6%	4.1%	37.7	1.3%
COc1ccccc1Oc1nc2ccccn2c(=O)c1/C=C(\C#N)C(=O)Nc1c(C)n(C)n(-c2ccccc2)c1=O	-29.4%	-0.7%	3.7%	14.6%	-3.3%	-3.1%	23.8%	?	?	9.4	-2.5%
CCNC(=O)CCSc1nc2cc(Cl)ccc2o1	13.5%	-0.9%	-2.0%	-2.2%	-1.6%	-8.5%[46.1 µM]	-1.3%	5.3%	17.4%	-6.5	nt
COc1cccc(CN2CCN(c3nc4nonc4nc3N3CCCCC3)CC2=O)c1	29.9%	-2.8%	2.5%	-6.5%	0.8%	2.7%	-2.3%	1.2%	8.8%	-2.6	0.0%
C/C(=N\NS(=O)(=O)c1ccc(C(C)(C)C)cc1)c1ccccc1	?	-10.1%	16.4%	-3.5%	-3.9%	1.2%	-14.0%	-2.6%	-19.9%	3.9	-5.2%
Cc1ccc(NC(=O)c2ccc(=O)[nH]n2)cc1S(=O)(=O)Nc1ccc(SC(F)F)cc1	-18.5%	-2.9%	nt	8.6%	-2.5%	nt	-4.6%	-16.4%	?	nt	4.3%
CCOC(=O)c1sc(-c2ccccc2)cc1NC(=O)Nc1ccccc1	-26.5%	17.3%	?	2.0%	0.3%	-4.9%[46.1 µM]	-10.6%	?	?	-7.9	9.9%
O=C(Nc1nc2ccccc2[nH]1)c1ccc(Cl)c(S(=O)(=O)N2CCCC2)c1	-43.4%	-0.6%	2.0%	0.2%	0.6%	4.9%	-8.1%	-22.3%	?	-27.1	nt
CN(CCOc1ccc(Cl)cc1)CC(O)c1ccccc1 (centres undefined)	-3.3%	-7.8%	-2.5%	3.4%	-3.9%	1.2%	-4.0%	-2.9%	0.0%	7.3	3.2%
Cc1sc2nc(-c3cccs3)oc(=O)c2c1C	-14.6%	-3.0%	-2.8%	2.5%	-2.4%	-1.4%	17.2%	?	?	-8.9	27.3%
CC(C)c1nc(N2CCOCC2)c(C#N)c2c1CCC2	9.9%	-2.5%	3.9%	-0.8%	-7.6%	4.5%	5.3%	-1.2%	-28.8%	7.7	4.2%
COc1ccc(/C=N/Nc2cc(C)nc3ccc(Br)cc23)cc1	-67.8%[inhibitor]	5.0%	-12.0%	-9.8%	-5.9%	5.0%	196.5%[activator]	?	?	0.1	-23.3%
COc1ccc(C2(c3ccc(OC)cc3)NC(=O)N(CC(=O)N(C)C)C2=O)cc1	-16.6%	0.5%	0.4%	-9.7%	1.4%	1.3%	0.4%	-5.7%	11.9%	3.8	0.4%
CCCCCOc1ccc(/C=C/c2c([N+](=O)[O-])c(=O)n(C)c(=O)n2C)cc1	-14.9%	5.8%	-17.2%	-11.6%	-6.6%	-0.5%	-14.7%	5.1%	?	2.0	-2.2%
CCOC(=O)c1cc(C#N)c(N2CCN(C(=O)c3ccccc3)CC2)nc1C(F)(F)F	1.3%	-10.1%	10.5%	-15.2%	0.0%	0.2%	26.7%	-7.6%	?	-11.5	1.4%
Cc1cc(NC(=O)CSc2nc3ccccc3c(=O)n2-c2ccccc2)no1	-30.9%	1.3%	16.6%	-4.9%	-1.4%	-1.7%	-1.3%	0.8%	?	14.1	1.6%
Cc1ccnc(SCc2cc(=O)c(OC(=O)c3ccco3)co2)n1	11.9%	-0.3%	-1.9%	5.0%	-0.7%	3.9%[46.1 µM]	1.5%	-19.2%	-0.1%	11.7	2.8%
COc1ccccc1NS(=O)(=O)c1ccc(C(=O)N2CCCC(C(F)(F)F)C2)cc1 (centres undefined)	9.4%	-1.1%	1.0%	-1.4%	-3.6%	3.1%	-1.8%	?	-4.5%	-15.5	-4.4%
CC(C)c1ccc(NC(=O)COc2nncc3ccccc23)cc1	-17.2%	-2.9%	2.3%	-4.6%	-3.4%	-12.0%[46.1 µM]	-0.7%	?	27.2%	26.4	2.4%
COc1ccc(CCN2C(=O)NC(NS(=O)(=O)c3ccc(NC(C)=O)cc3)(C(F)(F)F)C2=O)cc1OC (centres undefined)	6.7%	2.3%	2.0%	-4.1%	-1.7%	1.5%	2.9%	0.9%	7.8%	20.2	-2.3%
CC1(C(=O)NNC(=S)NCC2CCCO2)CC1(Cl)Cl (centres undefined)	24.4%	2.4%	0.9%	2.5%	-3.2%	4.4%	1.3%	3.2%	0.9%	4.4	1.1%
Cc1cc(S(=O)(=O)NCc2ccc(S(N)(=O)=O)cc2)c(C)s1	2.1%	-0.3%	-1.0%	14.9%	-6.4%	3.5%	2.4%	-1.8%	-0.9%	13.6	-2.3%
C=CCNc1ncnc2c1[nH]c1ccc(Cl)cc12	-10.6%	3.5%	-2.7%	-12.2%	0.9%	-2.5%	1.2%	?	7.4%	-23.4	3.8%
COc1ccc(S(=O)(=O)NC(C)C)cc1C(=O)NC1CCCCC1	9.2%	-2.9%	-2.1%	-2.0%	-2.8%	-2.7%[46.1 µM]	1.0%	-0.7%	-17.1%	-3.6	4.6%
Cc1cccc(C)c1NC(=O)C(c1ccc([N+](=O)[O-])cc1)N(C)C(=O)c1ccccn1 (centres undefined)	7.5%	0.7%	-0.5%	9.5%	-2.8%	6.9%[46.1 µM]	-0.5%	-1.2%	18.4%	39.5	15.6%
CNS(=O)(=O)c1cc(Br)ccc1S(=O)c1ccccc1C(=O)O (centres undefined)	-17.0%	-2.2%	0.2%	?	1.8%	-3.6%	2.6%	2.2%	-6.4%	1.4	-3.8%
